Bioassay records deposited in PubChem BioAssay by National Center for Advancing Translational Sciences (NCATS).
KB-3-1 tox: kills parental KB-3-1 adenocarcinoma cells | KB-3-1 viability, CellTiter-Glo ATP luminescence, 72 h | AID 1347075 | 400,000 tested, 1.4% active | Potency, µM (top dose mostly 46.1 µM), for inactives: top-dose activity change, negative = cytotoxic, actives largely listed as cytotoxic; note: potency is the fitted concentration of half-maximal effect; % is set by controls: 0 for no effect and ±100 for the full control effect; nearly all actives have a fitted effect of over 60% in size
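KB-3-1 parental drug-naive adenocarcinoma cells in DMEM/10% FBS, incubated 72 h at 37 C with pin-transferred compounds across a concentration series. Viability by CellTiter-Glo luminescence; concentration-response curves fitted after normalization.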
HT1080 IDH1KD tx: kills HT-1080 cells with IDH1 knockdown; HT-1080 IDH1 knockdown viability, ATP luminescence, 48 h; Potency, µM (doses to about 46.1 µM), for the others: at the highest dose activity, negative = toxicity, hits mostly cytotoxic; 360,000 tested, 2% active; AID 686971;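 note: potency is the fitted concentration of half-maximal effect; 0% = DMSO wells and -100% = cell-free medium wells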
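% activity derives from luminescence (CellTiter-Glo), normalised to DMSO and no-cell wells. HT-1080-IDH1KD cells, 750/well, had 48 h compound exposure at 37 °C.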
IL1B secr inh: inhibitors of inflammasome signaling (IL-1 beta secretion); THP-1 LPS/ATP IL-1B secretion, AlphaLISA, 16 h; hits give low values; activity change, % at 57.5 µM; 360,000 tested, 4.7% active; AID 743279; in the data active = activity change below about -50%; inconclusive = mostly about -30% to -49%; note: % is set by controls: 0 for no effect and ±100 for the full control effect
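THP-1 cells pretreated 1 hr with compounds (up to 57.5 uM final), then stimulated with LPS (250 ng/mL final) plus ATP (1.25 mM final); secreted IL-1B measured by AlphaLISA after 16 hr, decreased signal indicating inhibition.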
SW480 rerep: inducers of DNA re-replication in SW480 colon cancer cells. SW480 DNA re-replication, Hoechst DNA content imaging, 48 h. Potency, µM (titrated, usually from 46.1 µM), for the others: at the top dose re-replication activation, hits mostly activators. 340,000 tested, 1.8% active; note: potency is the fitted concentration of half-maximal effect; % of control where 0% means no effect; nearly all actives have a fitted effect of over 55% in size
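Quantitative HTS format with DMSO vehicle controls; 48 hr drug incubation at 37 C, then 40 min Hoechst staining and scanning imager measurement at 405 nm excitation.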
HepG2 viability: counter-screen for TGF-b inhibitors: cytotoxicity in HepG2 cells. 410,000 tested, 0.76% active. HepG2 CAGA-GFP viability, ATP luminescence, 18 h. Potency, µM (titrated, usually from 46.1 µM), for the others: top-dose activity change, negative = cytotoxicity, actives largely listed as cytotoxic; note: potency is the fitted concentration of half-maximal effect; some results filed as inactive show a strong effect at the top dose
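CellTiter-Glo luminescence gave cytotoxicity after 18 hours at 37 degrees C. The cells were HepG2 CAGA-GFP in 1% FBS DMEM, stimulated with 500 pg/mL TGF-beta after compound addition. %Activity was normalised to no-cell wells (complete cell-killing) and DMSO (no toxicity), and curves were fitted and classified.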
MCF10A rerep: inducers of DNA re-replication in MCF 10A breast cells. 350,000 tested, 2.9% active. AID 624296. MCF 10A DNA re-replication, Hoechst nuclear intensity, 48 h. Potency, µM (series often up to 46.1 µM), inactives show at the top dose activity, positive = re-replication, most hits filed as activators; note: potency is the fitted concentration of half-maximal effect; % of control where 0% means no effect; nearly all actives have a fitted effect of over 50% in size
HT1080NT lethal: kills 2HG-producing HT-1080-NT fibrosarcoma cells; HT-1080-NT fibrosarcoma viability, CellTiter-Glo ATP luminescence, 48 h; Potency, µM (titrated, usually from 46.1 µM), inactives show top-dose activity, negative = less viability, usual class: cytotoxic; 360,000 tested, 1.6% active;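 note: NT is the 2HG producing partner of a matched IDH1 knockdown line; potency is the fitted concentration of half-maximal effect; 0% = DMSO-treated cells and -100% = media-only wells without cells; nearly all actives have a fitted effect of over 55% in size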
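Fibrosarcoma NT cells, 750 per well in 5% FBS RPMI, were exposed to compound for 48 hours. Viability: CellTiter-Glo luminescence.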
ATXN2 expr inh: inhibitors of ATXN2 expression; 360,000 tested, 0.72% active; Potency, µM (titrated, usually from 57 µM), for the others: top-dose activity change, negative = inhibition, hits mostly inhibitors; HEK-293 ATXN2-luciferase reporter, luminescence, 24 h; note: potency is the fitted concentration of half-maximal effect; % is set by controls: 0 for no effect and ±100 for the full control effect; nearly all actives have a fitted effect of over 55% in size
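qHTS (up to 57 uM final) was run with 24 h compound exposure of reporter cells at 37 °C. Each well was multiplexed: SteadyGlo luminescence measured ATXN2-luciferase expression after a fluorogenic Gly-Phe-AFC viability readout (25 uM final).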
S2 tox: reduces viability in counter-screen for ATXN expression inhibitors | S2 cells (HEK-293 line with an ATXN2-luciferase reporter) viability, CellTiter-Fluor protease fluorescence, 24 h | Potency, µM (series often up to 56.7 µM), usual class: cytotoxic | 400,000 tested, 0.49% active | AID 651635; note: potency is the fitted concentration of half-maximal effect; nearly all actives have a fitted effect of over 40% in size
* = called active by the depositor; [ ] = dose if it differs, or a comment. Unless noted, calls come from the whole dose curve; as a rule, active = well fitted curve in the direction sought with a large enough effect; inconclusive = small, poorly fitted or top-dose-only effect, or another doubt; inactive = no such curve, though single readings can be large; an effect the other way counts as inactive or inconclusive.

`Cc1cc2ccccc2c(=O)n1CC(=O)NCC(=O)N1CCC2(CC1)OCCO2` gave KB-3-1 tox 10%, HT1080 IDH1KD tx 1%, IL1B secr inh -9, SW480 rerep 3%, HepG2 viability 6%, MCF10A rerep -5%, HT1080NT lethal 3%, ATXN2 expr inh 1% and S2 tox inactive.
`CCOP(=O)(OCC)c1nc(-c2cccc3ccccc23)oc1N1CCCCC1` gave KB-3-1 tox inconclusive, HT1080 IDH1KD tx inconclusive, IL1B secr inh inconclusive, SW480 rerep inconclusive, HepG2 viability -97%, MCF10A rerep inconclusive, HT1080NT lethal inconclusive, ATXN2 expr inh -27% and S2 tox inactive.
`COc1ccc(C(=O)C2CCCN(CCc3ccccc3)C2)cc1OC` (stereo not given) gave KB-3-1 tox 0%, HT1080 IDH1KD tx -9%, IL1B secr inh -3, HepG2 viability -18%, HT1080NT lethal -20%, ATXN2 expr inh 6% and S2 tox inactive.
For COC(=O)C1=CO[C@@H](C)[C@@H]2CN3CC[C@]4(C(=O)Nc5ccccc54)[C@@H]3C[C@H]12 the results were KB-3-1 tox -4%, HT1080 IDH1KD tx -2%, IL1B secr inh 15, SW480 rerep 4%[9.22 µM], HepG2 viability 2%, MCF10A rerep inconclusive, HT1080NT lethal -3%, ATXN2 expr inh -3% and S2 tox inactive.
CN1CC(C#N)C2(O)c3ccccc3CCC2C1 (stereo not given) was read as KB-3-1 tox 22%, HT1080 IDH1KD tx -1%, IL1B secr inh -6, SW480 rerep 1%, HepG2 viability -5%, MCF10A rerep -1%, HT1080NT lethal 11%, ATXN2 expr inh -9% and S2 tox inactive.
`CC1(c2ccc(Cl)cc2Cl)OCC(Cn2cncn2)O1` (stereo not given) gave KB-3-1 tox 6%, HT1080 IDH1KD tx -20%, IL1B secr inh 9, SW480 rerep -8%, HepG2 viability -5%, MCF10A rerep 15%, HT1080NT lethal 3%, ATXN2 expr inh -11% and S2 tox inactive.

2 compounds picked at random from the list so far, as already listed:
CN1CC(C#N)C2(O)c3ccccc3CCC2C1 (stereo not given) was read as KB-3-1 tox 22%, HT1080 IDH1KD tx -1%, IL1B secr inh -6, SW480 rerep 1%, HepG2 viability -5%, MCF10A rerep -1%, HT1080NT lethal 11%, ATXN2 expr inh -9% and S2 tox inactive.
`Cc1cc2ccccc2c(=O)n1CC(=O)NCC(=O)N1CCC2(CC1)OCCO2` gave KB-3-1 tox 10%, HT1080 IDH1KD tx 1%, IL1B secr inh -9, SW480 rerep 3%, HepG2 viability 6%, MCF10A rerep -5%, HT1080NT lethal 3%, ATXN2 expr inh 1% and S2 tox inactive.

This is a subset, so the mix of outcomes need not match the whole.
